High-throughput results from PubChem BioAssay.
RAD54 branch – inhibitors of human RAD54 branch migration; hit rate 0.14% among 360,000; AID 602329; RAD54 Holliday junction branch migration, FAM/BHQ fluorescence; Q92698; inhibition, % at 10.4 µM;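 active means mean normalized replicate activity at least 40 and at least half of replicates scoring 40 or more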;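 further: 0% = median of neutral control wells and 100% = median of positive control wells; inhibitors cause a drop in the FAM fluorescence signal; in these data hits start at about 50%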
Target sequence (Q92698 whole entry, looked up): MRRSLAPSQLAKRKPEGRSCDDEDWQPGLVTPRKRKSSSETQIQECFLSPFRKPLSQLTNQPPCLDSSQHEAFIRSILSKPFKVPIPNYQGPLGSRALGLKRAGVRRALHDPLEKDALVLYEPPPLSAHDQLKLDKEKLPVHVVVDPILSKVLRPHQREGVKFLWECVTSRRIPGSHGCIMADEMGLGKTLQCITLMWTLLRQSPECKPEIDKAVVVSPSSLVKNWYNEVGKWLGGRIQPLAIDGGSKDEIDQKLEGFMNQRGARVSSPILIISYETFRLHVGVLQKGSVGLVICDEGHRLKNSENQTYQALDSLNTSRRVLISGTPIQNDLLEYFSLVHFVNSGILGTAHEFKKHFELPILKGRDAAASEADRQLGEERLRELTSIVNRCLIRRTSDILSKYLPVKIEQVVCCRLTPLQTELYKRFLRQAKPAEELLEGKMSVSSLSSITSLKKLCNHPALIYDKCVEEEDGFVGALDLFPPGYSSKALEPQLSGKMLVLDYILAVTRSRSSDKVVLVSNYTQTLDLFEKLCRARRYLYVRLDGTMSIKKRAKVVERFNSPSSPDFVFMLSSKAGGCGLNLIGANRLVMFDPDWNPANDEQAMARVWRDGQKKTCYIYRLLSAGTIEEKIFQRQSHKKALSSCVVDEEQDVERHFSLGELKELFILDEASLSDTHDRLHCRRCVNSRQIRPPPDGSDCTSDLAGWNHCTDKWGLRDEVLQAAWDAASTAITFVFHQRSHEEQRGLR
PglD inh – inhibitors of Campylobacter jejuni PglD acetyltransferase. purified PglD enzyme, DTNB colorimetric CoA detection. AID 602405. inhibition, % at 12.5 µM. hit rate 0.098% among 360,000; in the data active means inhibition above about 16%, passing the limit was not always enough; further: strong numbers were not always called active
ARNT TACC3 PPI – ARNT/TACC3 interaction disruption. AID 623870. hit rate 0.66% among 390,000. AlphaScreen His-ARNT PAS-B/GST-TACC3 binding, luminescence; TACC3 fragment carries E629A point mutation. inhibition, % at 9.99 µM. Q9Y6A5;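 active means mean inhibition of replicates at least 50% and at least half of replicates each reaching 50%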;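 further: 0% = complete ARNT plus TACC3 wells and 100% = ARNT alone without TACC3; many hits fall short of the cut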
ERp5 block – ERp5 (human) disulfide isomerase inhibition; ERp5 insulin aggregation, absorbance 650 nm, 90 min; inhibition, % at 9.99 µM; hit rate 0.05% among 350,000;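 active means mean replicate inhibition above about 25%, with every replicate also reaching it, limit read from the data, passing the limit was not always enough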
E-selectin induc – E-selectin induction on HUVECs. P16581. HUVEC E-selectin immunofluorescence imaging; normalized: neutral wells 0, TNF-alpha wells 100. activation, % at 7.58 µM. hit rate 0.37% among 260,000. AID 686992;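 active means mean E-selectin-positive cell signal at least 10% of the positive control, reached in at least 60% of replicates, without over 20% cell loss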;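 further: in these data hits start at about 27%; measured in HUVEC primary endothelial cells; signal is the percent of cells scored E-selectin positive by PE staining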
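Read-out basis: % PE-positive cells; Test system: HUVEC primary endothelial cells; Technique: immunofluorescence imaging; Dosing: single-point compound dose.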
esBAF inh – SWI/SNF esBAF complex inhibition | hit rate 2% among 350,000 | mouse ES cells, Bmi1-luciferase knock-in reporter, 24 h; 100% = twice the neutral-well signal | reporter increase, % at 12.5 µM; in the data active means activation above about 40%;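 further: 0% = median of the plate's neutral control wells and 100% = double that signal; a rise in the Bmi1 reporter signal indicates esBAF inhibition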
RAD52 anneal inh – inhibitors of human RAD52 DNA annealing. P43351. recombinant RAD52 DNA annealing, FRET fluorescence. inhibition, % at 18.7 µM. hit rate 0.46% among 360,000;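 active means every replicate showing at least 50% inhibition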
Casp6 inh – inhibitors of human caspase-6. hit rate 0.53% among 350,000. inhibition, % at 12.5 µM. purified caspase-6, Z-VEID-R110 cleavage fluorescence. P55212;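 active means mean inhibition across replicates at least about 35%, with every replicate also reaching that limit, limit read from the data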;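 further: 0% = median of neutral control wells and 100% = no fluorescence left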
Target sequence (P55212 24-179 limits assumed): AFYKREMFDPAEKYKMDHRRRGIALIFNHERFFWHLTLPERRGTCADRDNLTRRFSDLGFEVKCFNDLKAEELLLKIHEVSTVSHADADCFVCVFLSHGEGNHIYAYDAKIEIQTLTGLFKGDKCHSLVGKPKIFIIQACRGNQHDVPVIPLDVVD
Target sequence (P55212 194-293 limits assumed): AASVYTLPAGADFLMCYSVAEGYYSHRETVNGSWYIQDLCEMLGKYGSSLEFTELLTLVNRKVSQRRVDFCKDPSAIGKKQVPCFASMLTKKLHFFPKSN
* hit, by the source's call; · = no result given; & = joins results of further samples.

SMILES	RAD54 branch	PglD inh	ARNT TACC3 PPI	ERp5 block	E-selectin induc	esBAF inh	RAD52 anneal inh	Casp6 inh
COc1ccc(S(=O)(=O)N(C)C[C@H]2OCc3cnnn3CCCC(=O)N([C@@H](C)CO)C[C@H]2C)cc1	1&2	-4&-2	-4	-2&-1	0.1&-0.1	4&3&-2	1&-1	-3
C[C@H](CO)N1C[C@H](C)[C@@H](CN(C)C(=O)Nc2ccc(C(F)(F)F)cc2)OCc2cnnn2CCCC1=O	1	2	3	-2	0.3	3	3	2
CCO[C@@H]1OC(C(=O)N2CCCC2)=C[C@H](C2CCCCC2)[C@H]1CCCO	-3	6	-2	1	·	·	17	3
CCOc1ccc(N2C(=O)CC(Sc3n[nH]c(-c4ccccc4)n3)C2=O)cc1 (centres undefined)	·	·	-1	1	·	·	-5	-3
C[C@@H]1CN([C@H](C)CO)C(=O)Cc2cc(NC(=O)C3CC3)ccc2O[C@@H]1CN(C)Cc1ccccc1	-9	-1	-17	0	0.3	2	-4	-1
CC1CCCC(C)N1C(=O)Cn1cnc2cc([N+](=O)[O-])ccc2c1=O (centres undefined)	·	·	1	11	3.0	·	-8	-3
CC(Nc1ccc2c(c1)OCCO2)C(=O)Nc1ccc2c(c1)OCO2 (centres undefined)	-4	·	4	2	0.4	-8	-4	-5
O=C(CCC1CCCN(C(=O)C2=CCCC2)C1)N1CCN(c2ccccn2)CC1 (centres undefined)	·	·	-7	3	·	-13	5	-1
C#CCNC(=O)C[C@H]1C[C@@]2(C(=O)OC)C(=C[C@H](COCc3ccccc3)O[C@@H]2C)N(CCC2=CCCCC2)C1=O	·	·	·	-3	0.0	·	2	2
O=S(=O)(Nc1ccc(-n2cccc2)cc1)c1ccc(Cl)cc1Cl	16	8	-3	·	·	-7	·	·
Cn1nnnc1SCC(=O)Nc1ccc(Cl)c(S(=O)(=O)N2CCOCC2)c1	2	-3	-1	-1	-0.4	0	-11	1
COc1ccc(-c2c(-c3cc(OC)cc(OC)c3)n(C)c3ccc(-c4ccc(N(C)C)nc4)cc23)cc1	7	0	0	-1	0.8	-1	-3	-2
Cc1ccccc1-c1cnc(C(O)c2ccc(Cl)c(F)c2)[nH]1 (centres undefined)	2	0	·	-2	-0.1	5	1	1
COc1ccc(CC(=O)OCC(=O)NC(=O)NC2CCCC2)cc1	17	·	-12	0	·	3	-12	-3
CCCNC(=S)NC1CC2CCCC(C1)N2Cc1ccc(F)cc1 (centres undefined)	-4	1	9	-1	0.6	1	3	-10

4 entries out of the list above, arranged by their value in Casp6 inh, ascending:
canonical_smiles | Casp6 inh
CC(Nc1ccc2c(c1)OCCO2)C(=O)Nc1ccc2c(c1)OCO2 (centres undefined) | -5
CCOc1ccc(N2C(=O)CC(Sc3n[nH]c(-c4ccccc4)n3)C2=O)cc1 (centres undefined) | -3
COc1ccc(-c2c(-c3cc(OC)cc(OC)c3)n(C)c3ccc(-c4ccc(N(C)C)nc4)cc23)cc1 | -2
O=C(CCC1CCCN(C(=O)C2=CCCC2)C1)N1CCN(c2ccccn2)CC1 (centres undefined) | -1

The listing continues:
SMILES	RAD54 branch	PglD inh	ARNT TACC3 PPI	ERp5 block	E-selectin induc	esBAF inh	RAD52 anneal inh	Casp6 inh
COc1ccc2c3c([nH]c2c1)[C@H](CO)N(Cc1ccncc1)CC31CCN(C(=O)Cc2ccncc2)CC1	·	·	·	-10	-0.2	·	-38	-6
COCc1cc(C)n(CC(=O)N/N=C/c2ccc(-c3ccc(Cl)c(C(=O)O)c3)o2)c(=O)c1C#N	-17	-9	-5	·	0.1	·	·	·
O=C(COC(=O)c1ccc(S(=O)(=O)N2CCCC2)cc1)Nc1cccc(F)c1	2	4	-3	-1	-0.5	0	-2	0
CCn1c(SCC(=O)NC2CC2)nnc1-c1csc(C)c1	-9	-1	-5	-2	-3.5	·	-22	-1
CC1Oc2ccccc2OC1(O)c1ccc2ccccc2n1 (centres undefined)	·	·	-5	1	·	·	5	6
CC(C)c1ccc(NC(=O)CN(Cc2ccccc2)S(C)(=O)=O)cc1	1	1	24	·	·	-3	·	·
CCC(=O)N(C)C[C@H]1Oc2cc(C#Cc3ccncc3)ccc2S(=O)(=O)N([C@@H](C)CO)C[C@@H]1C	-2	-3	3	3	1.2	5	-8	0
O=C1C2C3c4ccccc4C(c4ccccc43)[C@@H]2C(=O)N1c1ccccn1 (some centres undefined)	·	·	0	-11	·	·	-9	2
CCCC(c1nnnn1C(C)(C)C)N1CCN(Cc2ccccc2OC)CC1 (centres undefined)	-5	8	-4	-8	·	-1	-8	0
O=C(Nc1ccccc1Cl)N1C[C@@H]2[C@H](c3ccccc31)[C@H](CO)N2C(=O)c1cccnc1	-6	3	-3	-3	0.4	-1	2	1
O=C(c1cccc(F)c1)N1C[C@H]2[C@@H](c3ccccc31)[C@@H](CO)N2C(=O)C1CCCC1	-19	0	-6	-2	0.1	-4	4	3
c1ccc(-c2cc(N3CCCCCC3)n[nH]2)cc1	7	2	1	·	·	58*	·	·
CNS(=O)(=O)c1cccc(C(=O)NCC2(N3CCCCC3)CCCCC2)c1	1	-1	-4	3	0.3	3	-11	1
Cc1c2c(nc3c(C)cccc13)OC(C)C2 (centres undefined)	5	4	-5	·	·	17	·	·
Cc1ccc(NC(=O)Nc2ccc3c(c2)C(=O)N(C)[C@H]2CC[C@H](CC(=O)NCC(F)(F)F)O[C@@H]2CO3)cc1	11	1	-2	-2	0.4	3	10	2
C[C@H](CO)N1C[C@H](C)[C@H](CN(C)C(=O)Nc2ccccc2)Oc2ccc(NC(=O)Nc3ccccc3)cc2CC1=O	-7	3	9	-4	0.4	-4	12	1
COc1cc(-c2nc3ccccn3c2NCC2CCCO2)ccc1O (centres undefined)	-2	1	7	·	·	3	·	·
C[C@@H]1CN([C@H](C)CO)C(=O)c2cccc(NC(=O)c3nc4ccccc4s3)c2O[C@H]1CN(C)Cc1ccncc1	4	-3	3	4	·	11	4	5
CC(=O)Nc1ccc(S(=O)(=O)NCC(=O)OCC(=O)NCCc2ccccc2)cc1	0	1	·	-2	-0.2	-1	-14	0
Cc1cc(=O)oc2cc(OCC(=O)NC3(C#N)CCCCC3)ccc12	0	0	·	9	-0.5	-4	-20	-2
C[C@H]1CN([C@@H](C)CO)C(=O)c2c(c3ccccc3n2C)-c2ccccc2CO[C@@H]1CN(C)C(=O)[C@@H]1CCCN1C	-3	-2	2	0	-3.0	-8	-10	4
C(=C\c1ccccc1)/CN1CCN(C(c2ccccc2)c2ccccc2)CC1	11	5	9	-1	-0.2	2	-11	-5
c1ccc2c(c1)nc(-c1ccncc1)n1nnnc21	2	-4	-3	·	·	3	·	·
CCOc1ccc(NC(=O)c2csc3c2CCCC3)cc1	-3	-2	-9	-4	-0.3	78*	-6	-1
Cc1cccc(C(=O)NCc2nnc(SCC(=O)Nc3nncs3)n2C)c1	12	-4	·	-2	·	-9	3	0
O=C(Cc1ccccn1)N1CC(=O)N2[C@@H](CO)[C@@H](c3ccc(C#CC4CCCC4)cc3)[C@@H]2C1	·	·	·	-3	-0.6	·	-4	0
COc1ccc(NC(=O)N(C)C[C@@H]2Oc3cc(C#CCC(C)C)ccc3S(=O)(=O)N([C@H](C)CO)C[C@@H]2C)cc1	16	-3	3	0	-0.3	5	9	-1
CCOC(=O)C1CCN(S(=O)(=O)c2c(Cl)ccc3nonc23)CC1	-3	1	1	8	-0.3	-84	-24	18
C=C(C(=O)Oc1c(C(C)(C)C)cccc1C(C)(C)C)c1ccccc1	-4	8	-4	-2	-0.2	-3	3	-8
Cc1noc(C)c1COc1ccc(C(=O)N2CC(C)CC(C)C2)cc1 (centres undefined)	13	2	3	1	-0.7	5	0	2
CC(C)Cn1c(N)c(C(=O)COC(=O)c2cc(F)cc(F)c2)c(=O)n(C)c1=O	·	·	-17	-8	·	·	-28	2
COCCOC(=O)c1c(C)oc2ccc(OCc3cc(C(=O)OC)oc3C)cc12	4&-14	-6&6	-26&-3	·	·	-4&1	·	·
CCOC(=O)CN1C(=O)CN(c2ccc(C)c(C)c2)C1=O	6	-2	27	·	·	6	·	·
C[C@H](CO)N1C[C@H](C)[C@H](CN(C)Cc2cccc(F)c2)Oc2ncc(C3=CCCC3)cc2C1=O	-7&7	4&4	2&4	4&-10&1	3.5&0.4	8&0	-35&-9&15	25&1&-3
COc1ccc(C(=O)NNC(=O)C23CC4CC(CC(C4)C2)C3)c(OC)c1	2	3	-3	3	0.1	·	-2	0
COc1ccccc1C#Cc1cnc2c(c1)C(=O)N([C@@H](C)CO)C[C@@H](C)[C@@H](CN(C)C(=O)CC1CC1)O2	5	-1	1	0	0.9	-1	22	-2
Cc1ccc(N2C(=O)C(F)(F)C2c2ccccc2)cc1 (centres undefined)	-1	2	·	2	3.1	-3	0	15
COc1ccc2[nH]c(=O)c(CN(C(=O)c3cccnc3)c3cccc(C)c3)cc2c1	-7	1	-2	-5	·	·	-5	2
O=C(Nc1cccc2ccccc12)c1ccccc1	15	6	14	8	·	51*	5	1
COC(=O)C[C@H]1C[C@H]2c3cc(NC(=O)NC4CCCC4)ccc3O[C@H]2[C@@H](CO)O1	-3	-2	4	1&0	-0.1	7&2	-6&-2	2&-2
O=C(CNc1ccc(Oc2ccccc2)cc1)N1CCOCC1	1	3	2	·	·	-66	·	·
Cc1nc2c(-c3ccc(F)cc3)c(C)nn2c(C)c1CCC(=O)NCCN1CCOCC1	-3	4	3	-4	-1.3	-7	-9	-2
CC(=O)c1cccc(OCC(=O)Nc2cc(Cl)ccc2-n2cncn2)c1	-7	1	4	-2	4.3	·	-6	1
CNC(=O)COC(=O)c1ccc([N+](=O)[O-])cc1Cl	·	·	3	1	·	·	9	0
CN(c1c(C#N)c(C(F)(F)F)nn1C)N(S(C)(=O)=O)S(C)(=O)=O	·	·	2	2	·	·	-2	1
CCc1cc2c(=O)c(-c3nc4ccccc4n3C)c(C)oc2c(CN2CCCCC2)c1O	-7	-6	6	-2	·	·	-2	-2
O=C(C[C@H]1C=C[C@H](NC(=O)c2ccc3c(c2)OCO3)[C@@H](CO)O1)NC1Cc2ccccc2C1	-2	-1	11	-2	-0.3	2	-4	-3
CC(=O)N[C@@H](CS)C(=O)O	14	11	-1	-1	0.0	9	-9	1
CC(=O)N(C)C[C@H]1Oc2cc(C#Cc3cccc(F)c3)ccc2S(=O)(=O)N([C@@H](C)CO)C[C@@H]1C	-6	4	5	4	-0.2	3	20	4
Cc1ccc2nc(-c3cccnc3)cc(C(=O)N3CCN(c4ccc([N+](=O)[O-])cc4)CC3)c2c1	2	-6	1	6	-0.1	6	-8	6
CCOC(=O)c1c(-c2ccccc2)oc2ccc(O)cc12	13	0	-2	1	·	-3	-17	5
O=C(CS(=O)(=O)Cc1ccccc1)N1CCc2ccccc2C1	-3	-4	15	·	·	2	·	·
Cc1ccc(C)c(N2CCN(C(=O)COc3cc(=O)n(C)c4ccccc34)CC2)c1	6	4	0	·	·	8	·	·
COc1ccc(OC)c(/C=N/NC(=O)C(O)c2ccccc2)c1 (centres undefined)	-12	2	-6	-4	4.6	3	-3	-2
CC(=O)NC1C(=O)N(CCc2ccccc2)c2ccccc21 (centres undefined)	10	5	1	·	·	-4	·	·
C#CCNC(=O)C1=C[C@H](c2ccc(C(F)(F)F)cc2)[C@@H](CCCO)[C@H](OCC)O1	-12&5	2&1	6&-1	1&3	0.0	-4	8&-4	0&-3
COc1ccc(S(=O)(=O)Nc2ccc3c(c2)CC(=O)N([C@H](C)CO)C[C@@H](C)[C@H](CN(C)Cc2ccccc2)O3)cc1	0	-6	18	1	·	3	-3	4
CCCNC(=O)N[C@@H]1CC[C@@H](CC(=O)NCCc2ccccc2)O[C@H]1CO	-6	2	7	2	-0.4	-2	4	0
